# Screening data as filed in PubChem.
# ABHD5 PLIN5 PPI = ABHD5-PLIN5 interaction inhibitors, primary screen, cell lysate, split luciferase complementation, luminescence. Split G. princeps luciferase complementation, 4 h. inhibition, % at 4 µM. hit rate 0.78% among 360,000. AID 602281, 2012;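 active = inhibition above the mean inhibition across every tested compound plus 3 SD, cut at about 22% in these data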;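 also: 0% = DMSO only wells and the 100% control is not disclosed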
# MC4R ag barr = MC4R agonists recruiting beta-arrestin, primary screen, cell-based, luminescence, agonist arm of biased-ligand search; activation, % at 8.9 µM; U2OS MC4R beta-arrestin complementation; percent of melanotan II response, DMSO zero; Melanocortin receptor 4 (Homo sapiens), P32245; hit rate 0.98% among 360,000;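 active = activation above a per-plate cutoff, the mean activation of sample wells on that plate plus 3 SD, cut at about 8% in these data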
# Glyco luc inh = increase of ERlucT glycosylation luciferase signal, primary screen, N-linked glycosylation inhibitor project, D54 ERlucT cells, luminescence, set 2. D54 ERlucT glycosylation luciferase reporter, 24 h; percent of 100 nM tunicamycin response. reporter increase, % at 12.5 µM. hit rate 0.23% among 360,000. AID 588692, 2011;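 active = mean luciferase reporter signal, scaled so untreated is 0 and the glycosylation-blocking control 100, at or above a set limit in every replicate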;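 also: luciferase carries N-glycosylation sites so blocking glycosylation raises the light; 0% = median of neutral control wells and 100% = median of 100 nM tunicamycin wells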
# TLR9-MyD88 inh = inhibitors of TLR9-MyD88 association in cells, primary screen, cell-based, CHO, BLA complementation, fluorescence; CCF4 FRET ratio; Toll-like receptor 9 (Homo sapiens) + Myeloid differentiation primary response protein …; inhibition, % at 4.98 µM; hit rate 0.21% among 340,000;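 active = inhibition above the mean over all tested compounds plus 3 SD, cut at about 21% in these data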;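 also: 0% = DMSO only wells and 100% = clavulanate BLA inhibitor control wells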
# Target sequence (Q99836 whole entry, looked up): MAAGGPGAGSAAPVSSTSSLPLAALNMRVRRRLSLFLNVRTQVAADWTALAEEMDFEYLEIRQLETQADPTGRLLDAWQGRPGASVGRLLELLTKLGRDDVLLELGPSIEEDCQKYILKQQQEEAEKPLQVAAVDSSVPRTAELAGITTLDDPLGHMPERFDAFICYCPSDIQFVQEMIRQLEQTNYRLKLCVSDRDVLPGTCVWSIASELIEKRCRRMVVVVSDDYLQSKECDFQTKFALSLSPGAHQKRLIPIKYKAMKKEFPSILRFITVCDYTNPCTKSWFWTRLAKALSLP
# Target sequence (Q9NR96 whole entry, looked up): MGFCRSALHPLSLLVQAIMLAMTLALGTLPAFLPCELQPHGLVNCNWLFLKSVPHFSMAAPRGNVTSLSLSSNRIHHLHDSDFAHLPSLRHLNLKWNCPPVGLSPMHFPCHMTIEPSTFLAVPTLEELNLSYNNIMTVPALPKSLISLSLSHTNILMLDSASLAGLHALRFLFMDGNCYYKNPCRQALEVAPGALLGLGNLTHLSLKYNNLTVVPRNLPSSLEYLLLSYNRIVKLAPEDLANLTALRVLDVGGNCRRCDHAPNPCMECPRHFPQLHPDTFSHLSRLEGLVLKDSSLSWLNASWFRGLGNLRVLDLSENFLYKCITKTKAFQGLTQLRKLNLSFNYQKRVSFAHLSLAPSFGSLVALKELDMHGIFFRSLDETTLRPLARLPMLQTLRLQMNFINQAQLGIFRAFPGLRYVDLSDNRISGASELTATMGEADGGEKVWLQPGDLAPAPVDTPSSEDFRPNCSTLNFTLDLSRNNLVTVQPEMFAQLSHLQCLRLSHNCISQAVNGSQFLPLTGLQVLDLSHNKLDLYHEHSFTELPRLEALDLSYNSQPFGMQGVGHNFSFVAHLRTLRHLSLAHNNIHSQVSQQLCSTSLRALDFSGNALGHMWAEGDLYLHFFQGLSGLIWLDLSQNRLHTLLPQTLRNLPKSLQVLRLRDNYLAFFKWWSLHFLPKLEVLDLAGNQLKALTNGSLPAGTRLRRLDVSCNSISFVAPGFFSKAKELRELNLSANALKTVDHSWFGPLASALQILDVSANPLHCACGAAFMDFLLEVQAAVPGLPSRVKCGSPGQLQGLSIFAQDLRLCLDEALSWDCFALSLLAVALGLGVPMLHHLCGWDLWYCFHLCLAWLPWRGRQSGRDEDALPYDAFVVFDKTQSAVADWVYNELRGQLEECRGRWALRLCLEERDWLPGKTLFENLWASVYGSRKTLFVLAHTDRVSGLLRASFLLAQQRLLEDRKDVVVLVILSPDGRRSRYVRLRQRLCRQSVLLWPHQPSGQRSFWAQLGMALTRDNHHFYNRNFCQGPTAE
# ABCB6 inh 2 = ABCB6 transporter inhibitors, primary screen, K562-ABCB6 cells, flow cytometry, MLPCN library. ATP-binding cassette sub-family B member 6 (Homo sapiens), Q9NP58. K562-ABCB6 porphyrin accumulation, 1 h; hits give low values. fluorescence ratio to DMSO, % at 10 µM. hit rate 0.19% among 360,000. AID 602162, 2011;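 active = fluorescence ratio to DMSO below 75%, the collection mean minus 3 SD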;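 also: signal is porphyrin accumulated inside mitochondria; 100% equals median channel fluorescence of DMSO control wells; lower ratio means ABCB6 inhibition with less porphyrin fluorescence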
# Granule exo inh = LAMP-1 surface exposure blockers, TALL-104 cells – cell-based, flow cytometry, MLPCN library, primary screen | TALL-104 LAMP-1 surface exposure; cells stimulated with thapsigargin and PMA | inhibition, % at 10 µM | hit rate 0.66% among 360,000;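 active = inhibition above about 55%, limit read from the data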
# MC4R antagonist = MC4R antagonists of cAMP signaling, primary screen, cell-based, TR-FRET, antagonist arm of biased-ligand search; Melanocortin receptor 4 (Homo sapiens), P32245; MC4R-expressing cells, MTII-stimulated cAMP, LANCE TR-FRET; inhibition, % at 6.5 µM; hit rate 0.48% among 360,000;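 active = inhibition above its plate's cutoff, the mean of tested wells on that plate plus 3 SD, cut at about 29% in these data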;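 also: 0% = Melanotan II alone and 100% = Melanotan II plus saturating MCL0020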
#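 Assay system: human MC4R-expressing U2OS cells; reagent: Melanotan II stimulation of cells; dosing: 6.5 µM single dose; timing: compound 30 min, challenge 1 h, detection 1 h; signal: TR-FRET cAMP assay; replicates: one well per compound, no replicates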
# NOD2 RIPK2 PPI = NOD2-RIPK2 binding disruptors in cells, primary screen, fluorescence, CHO cells, BLA complementation; AID 624267, 2012; hit rate 0.38% among 360,000; inhibition, % at 4.98 µM; CCF4 ratio; Receptor-interacting serine/threonine-protein kinase 2 (Homo sapiens), O43353; in the data active = inhibition above about 21%;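 also: 0% = vehicle only and 100% = reference blocker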
# Vif inh = HIV Vif self-association inhibitors, primary screen, imaging, HEK293T, single point. HEK293T cells, Vif self-association by quenched fluorescence, 24 h. inhibition, % at 7.49 µM. hit rate 0.35% among 340,000; in the data active = inhibition above about 50%, passing the limit was not always enough; also: some results filed as inactive read as strong as hits
# aDG glyco up = activators of alpha-DG glycosylation, primary screen, uHTS, Pro5-aDG cells, AlphaScreen | alpha-DG glycosylation AlphaScreen (IIH6); 0% Pro5, 100% B10-LARGE cell signal | activation, % at 10 µM | hit rate 0.22% among 360,000 | AID 624168, 2012;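 active = activation of at least 8% versus controls, or a plate z-score of at least 8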;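 also: Pro5 are CHO cells carrying HIG-tagged alpha-DG that lacks glycosylation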
# Starred values were filed as active, the others as inactive; . = no result given. This is a subset; count on the stated rates, not on these rows.
Granule exo inh,Glyco luc inh,NOD2 RIPK2 PPI,MC4R antagonist,ABHD5 PLIN5 PPI,aDG glyco up,MC4R ag barr,canonical_smiles,ABCB6 inh 2,Vif inh,TLR9-MyD88 inh
15,0,-5,-8,8,0.2,0.0,O=C(CSc1ncccc1C(=O)O)c1ccccc1F,99,-2,5
0,1,-13,-1,2,0.0,-0.1,CC(=NCC1CCNCC1)C1=C(O)CC(C)(C)CC1=O,91,.,-15
6,-5,11,4,-1,0.2,-0.3,COc1ccc(-c2nnc(SC(C)C(=O)Nc3cccc(Cl)c3)o2)cc1 (configuration not stated),95,2,2
-3,3,-8,8,-1,-0.1,1.7,CCOC(=O)CSc1nnc(CNC(=O)c2ccc(OC)cc2)n1-c1ccc(OC)cc1,103,-7,-5
-6,-7,2,9,-8,0.3,-1.1,COc1ccccc1N(C)S(=O)(=O)c1ccc(C(=O)NNC(=O)c2ccccc2O)cc1,99,-3,-1
-4,-2,-2,3,7,-0.1,-0.3,O=C(c1ccccc1)N1CCN(CCc2ccccc2)CC1,96,-4,-14
28,12,-26,1,6,0.0,-2.4,O=C(NNC1=Nc2ccccc2SC1)c1ccc(Cl)cc1,90,-5,-5
0,0,-9,18,-7,0.0,1.6,C=CCC(=O)NC(C)c1cnn(-c2ccccc2C)c1C (configuration not stated),96,14,-11
0,-1,-3,25,-1,0.2,0.0,Cc1cc(C)n(-c2nc3ccccc3c(=O)n2OCCOc2ccccc2)n1,99,0,5
9,0,-14,-2,-14,0.0,-0.5,CC(C#N)Sc1ccc(S(=O)(=O)N2CCCC2)cn1 (configuration not stated),101,-9,0
7,1,-2,-1,0,-0.1,-1.5,CCCc1nnc(NC(=O)CC(=O)OCC)s1,98,6,12
4,1,-6,14,1,0.0,-2.8,O=C(NC(=S)Nc1ccc(Br)cn1)c1cccnc1,98,-3,0
6,0,-5,13,3,-0.1,-1.6,CCCN(CC(=O)Nc1ccccc1C)C(=O)c1cnc(C)cn1,95,14,-12
-2,1,9,5,-6,0.1,-2.5,O=C(Cn1cc(SCc2cccc(Cl)c2)c2ccccc21)N1CCOCC1,93,-10,-2
-2,2,-8,10,-1,-0.2,-2.6,O=C(C[C@@H]1C/C=C\C[C@@H](Cc2ccc(F)cc2)C(=O)OC[C@@H]2CCCN2C1=O)NCCO,99,13,-8
-3,0,7,8,-5,-0.1,-0.9,Cn1cc2cc(NC(N)=S)ccc2n1,100,1,-1
0,-1,0,1,1,1.1,-2.0,O=C(Nc1ccc(Oc2cccnc2)cc1)c1cccc([N+](=O)[O-])c1,94,-1,6
-1,-3,-7,-10,2,0.1,-0.5,Cc1ccccc1NC(=S)NCc1ccc(F)cc1,95,-13,1
2,0,-10,29*,-5,2.0,-1.1,Cc1cc(C(=O)COc2cc(F)ccc2[N+](=O)[O-])c(C)n1C1CC1,95,2,8
-3,0,-8,17,6,0.1,-3.0,COc1ccc(/C=N/c2oc(C)c(C)c2C#N)c(OC)c1,105,0,4
12,-2,7,8,5,0.0,-1.6,CC(C)NC(=O)c1ccc2c(c1)N(CC(=O)Nc1ccccc1F)C(=O)C(C)(C)O2,99,-5,-10
-8,4,5,8,2,-0.1,-0.5,Cn1cnnc1SCC(=O)Nc1ccccc1,98,1,6
-2,0,3,-5,-5,0.0,0.6,CCC(C)NC(=O)CSc1ccc(Cl)cc1 (configuration not stated),109,.,-4
-10,-1,0,-6,-2,-0.1,0.5,C[C@H]1CN([C@@H](C)CO)C(=O)c2c(c3ccccc3n2C)-c2ccccc2CO[C@H]1CN(C)Cc1cccc(F)c1,100,.,-4
-1,1,3,3,-3,0.4,-0.8,CCC(C(=O)OCC(=O)Nc1cc(Cl)ccc1Cl)c1ccccc1 (configuration not stated),95,0,11
-8,0,2,16,1,0.3,-3.3,C=CCn1c(C(C)(C)C)nc2ccccc21,100,-3,-1
0,2,-7,-6,0,0.4,-1.8,CCc1cc(=O)oc2cc3oc(C)c(C)c3cc12,104,-4,0
2,-1,-4,2,6,-0.2,0.1,COc1ccc2c(c1)OC[C@H]1[C@H]2N2C(=O)CN(C)C(=O)[C@@]2(C)[C@H]1c1ccccc1,100,-2,1
-7,0,2,-3,2,0.2,-0.1,Cc1cc(C)n(CC(=O)N2CCCC(N3CCN(c4cccc(C(F)(F)F)c4)CC3)C2)n1 (configuration not stated),104,0,3
-2,1,-4,2,-2,0.0,-1.7,O=C(CNS(=O)(=O)c1ccccc1)N1CCCC1,92,-5,8
-3,1,2,17,39*,0.2,-2.1,COc1ccc(OC)c(C(=O)/C=C/c2cccnc2)c1,100,21,5
0,3,-7,4,-7,-0.3,-2.0,CCN(CC)S(=O)(=O)c1ccc(C(=O)NC(=S)N(CCC#N)Cc2cccnc2)cc1,93,-5,-1
6,1,-2,-3,0,0.0,-1.6,COCc1nnc(NS(=O)(=O)c2ccc(Cl)cc2)s1,91,-1,-17
4,1,8,3,6,0.2,-2.0,Cc1ccc(OCC(=O)Nc2cc(S(=O)(=O)N3CCOCC3)ccc2N2CCCC2)cc1,99,-4,-9
0,5,-8,8,-5,0.1,-0.6,CCOc1ccc(-c2nnc(-c3ccco3)o2)cc1OCC,98,-1,-1
4,-2,5,18,6,0.1,3.3,O=C(CSc1nnnn1Cc1ccccc1)NCC(=O)c1ccccc1,99,17,6
3,-1,-2,10,4,0.5,-0.2,CCn1c(COc2cccc(OC)c2)nnc1SCC(=O)Nc1cc(OC)ccc1OC,103,-8,-2
-4,2,-6,4,12,0.8,-0.5,Clc1cccc(-c2ccc3ncnc(NCc4cccnc4)c3c2)c1,100,-5,10
0,0,-8,14,-2,-0.3,-1.7,CN(Cc1nccs1)C(=O)C1CCC(=O)N(CCc2ccc(Cl)cc2)C1 (configuration not stated),94,6,9
0,-1,-11,-2,7,0.1,-1.2,O=C1CCC[C@@H]2[C@H](Cc3ccccc3)[C@@H](O)C[C@@H]3CCN1[C@@H]32,96,-4,-2
-1,2,-9,8,-4,-0.1,-2.7,CCC(Sc1ncccc1C(=O)O)C(=O)N1CCOCC1 (configuration not stated),101,.,-6
26,-1,2,.,46*,0.8,.,C=C1C(=O)[C@]23C[C@H]1CCC2[C@]1(C)C(=O)CC[C@@](C)(C(=O)O)C1C[C@@H]3O (some centres not stated),98,0,.
7,11,-5,25,3,-0.2,-1.9,CC1CCC2(CC1)NC(=O)N(CC(=O)Nc1cccc(S(=O)(=O)N3CCCC3)c1)C2=O (configuration not stated),100,1,-2
-6,3,1,3,5,-0.1,-0.2,Cc1ccc(NC(=O)COC(=O)c2ccc(C)c(S(=O)(=O)N3CCOCC3)c2)cc1,99,15,1
1,1,-4,5,3,-0.1,-1.6,Cc1ccccc1Cn1c2ccccc2c2cnn(CC(=O)NCCCN3CCN(C)CC3)c(=O)c21,96,-3,8
1,0,0,-2,7,0.1,-0.3,CCOC(=O)C1=C(C)Nc2ccccc2N=C1NC(=O)/C=C/c1ccc(OC)cc1OC,109,0,-1
-1,0,3,-5,5,0.0,-1.3,O=C(NCCNc1ccc(Cl)cc1[N+](=O)[O-])c1ccccc1F,95,-12,-4
-5,1,2,-3,-14,0.0,0.3,O=C(NC(=S)NNC(=O)c1ccccc1[N+](=O)[O-])c1ccc(Br)cc1,95,4,-16
6,0,-5,9,5,-0.1,0.5,CCN(CC)CCNC(=O)c1ccc(Cl)c(S(=O)(=O)Nc2ccccc2OC)c1,88,11,-10
-3,1,-3,9,6,0.1,0.7,CCCOc1ccc(C2C(C(=O)c3ccco3)=C(O)C(=O)N2CCCn2ccnc2)cc1OC (configuration not stated),101,5,-5

# (more compounds)
Granule exo inh,Glyco luc inh,NOD2 RIPK2 PPI,MC4R antagonist,ABHD5 PLIN5 PPI,aDG glyco up,MC4R ag barr,canonical_smiles,ABCB6 inh 2,Vif inh,TLR9-MyD88 inh
-1,-1,-14,4,-2,-0.2,-2.0,CCN(CC)c1ccc(/C=N/NS(=O)(=O)c2ccc(CNC(C)=O)cc2)cc1,97,-5,-9
-22,3,0,5,-14,-0.6,-2.1,C(#Cc1c(-c2ccsc2)sc2ccccc12)c1ccsc1,96,-1,-2
-2,0,-11,4,2,-0.2,-2.2,CCc1nnc(NC(=O)c2nc(Cl)ccc2Cl)s1,98,5,-3
1,-2,0,2,10,0.0,0.4,O=C(CN1C(=O)c2cccc3cccc(c23)C1=O)N1CCN(Cc2ccc3c(c2)OCO3)CC1,97,-11,-12
2,-1,1,4,2,0.0,-0.9,CCOc1nc(OCC)nc(N2CCC(C)CC2)n1,95,1,-3
0,0,8,10,2,0.0,-0.2,COc1ccc(CNC(=O)CSc2nc3ccccc3n2C(C)=O)cc1,100,-4,7
-6,1,-5,5,-2,0.0,-3.2,O=C(COc1ccc(F)c(Cl)c1)N1CCN(c2ccccn2)CC1,100,7,3
0,0,-14,-1,-9,-0.1,-0.1,CCOc1c(C=C(C#N)C#N)c2ccccc2n1CC,90,-16,3
2,1,1,-8,0,1.1,-1.9,CCCCOC(=O)c1ccc(NC(=O)c2ccccc2OC)cc1,98,6,-8
-1,-4,1,25,5,0.7,-1.1,Cc1cc(/C=C2\SC(=S)NC2=O)c(C)n1-c1cccc(O)c1,100,13,-3
6,1,-10,0,8,-0.2,-1.7,Cc1cc(Cl)ccc1Oc1ccccc1C(=O)CC#N,97,1,-7
-3,-6,3,5,-13,2.9,-0.2,CCc1ccc(NC(=O)c2ccc(Cn3cc([N+](=O)[O-])cn3)cc2)cc1,105,-15,3
-2,2,-4,10,-1,-0.2,-1.3,Cc1cccn2c(=O)c(/C=C(\C#N)S(=O)(=O)c3ccc(Cl)cc3)c(N3CCC(C(N)=O)CC3)nc12,95,6,-7
-3,2,-8,-6,-4,0.1,-2.4,CCOC(=O)c1[nH]c(C)c(C(=O)NCCc2ccc(OC)cc2)c1C,94,-3,-4
0,1,-3,-1,2,-0.1,-2.1,Cc1ccc(OCCn2cc(C(=O)O)c3ccccc32)cc1,99,4,-3

# 3 compounds from above with just MC4R antagonist.
canonical_smiles | MC4R antagonist
Cc1cccn2c(=O)c(/C=C(\C#N)S(=O)(=O)c3ccc(Cl)cc3)c(N3CCC(C(N)=O)CC3)nc12 | 10
CCN(CC)c1ccc(/C=N/NS(=O)(=O)c2ccc(CNC(C)=O)cc2)cc1 | 4
Cc1cc(/C=C2\SC(=S)NC2=O)c(C)n1-c1cccc(O)c1 | 25
